# West Nile antiviral – West Nile virus antiviral activity, cell-based, CPE readout (AID 1621) | West Nile virus-infected cells, CPE inhibition; higher % means a stronger effect | CPE inhibition, % at 10 µM; hits with a dose series show IC50 in µM | actives 0.02% (n = 290,000); in the data active = a potency from the dose series; inconclusive = CPE inhibition mostly from about 3.7% at the one dose, without a potency; inactive = the rest, 99 in 100 with CPE inhibition below about 2.2%; note: strong numbers were not always called active
# GPR55 antagonists – GPR55 antagonists blocking LPI-driven arrestin recruitment, primary screen, imaging, U2OS, beta-arrestin-GFP, LPI agonist (AID 2013); inhibition, % at 10 µM; hits with a dose series show IC50 in µM; actives 0.13% (n = 290,000); U2OS GPR55 beta-arrestin-GFP translocation imaging, LPI antagonism; higher % means a stronger effect;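 active = spots per cell inhibited over 60%, with over 100 cells counted and total cytoplasm intensity under 500,000; inconclusive = wells with under 100 cells, flagged as likely toxic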;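 note: U2OS cells stably carrying GPR55 and arrestin-GFP stimulated by 5 µM LPI near EC80; imaged beta-arrestin-GFP aggregate spots per cell after agonist stimulation; plate controls were LPI-stimulated DMSO wells for no effect and DMSO wells without LPI for full effect; some results filed as inactive read as strong as hits; confirmed hits need IC50 under 10 µM and bright autofluorescent wells are also inconclusive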
# GPR35 antagonists – GPR35 antagonists blocking zaprinast-driven arrestin recruitment, primary screen, imaging, U2OS, beta-arrestin-GFP, zaprinast agonist (AID 2058). U2OS GPR35 beta-arrestin-GFP translocation imaging, zaprinast antagonism; higher % means a stronger effect. inhibition, % at 10 µM; hits with a dose series show IC50 in µM. actives 0.052% (n = 290,000);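 active = inhibition of at least 50% with at least 30 cells and total cytoplasm GFP at most 10,000,000; inconclusive = under 30 cells or total GFP of 10,000,000 plus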
# PhoP inhibition – inhibitors of PhoP regulon expression, primary screen, Salmonella Typhimurium, GFP reporter (AID 1863). S. Typhimurium PhoP-regulated promoter GFP reporter, 4 h; higher % means a stronger effect. one-dose inhibition, % at 50 µM; IC50 in µM for titrated hits. actives 0.16% (n = 300,000);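 active = inhibition over 29.93%, a cutoff 3 SD above the screen mean, later confirmed by dose response; inconclusive = inhibition over 29.93% but no dose response follow-up; inactive = inhibition at most 29.93% or unconfirmed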;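 note: 0% = low Mg2+ inducing control and 100% = high Mg2+ repressing control; strong numbers were not always called active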
# T cell HTS – modulates CD8 T cell binding to vesicles; 2C CD8+ T cell-vesicle binding, flow cytometry; active compounds read low; calls only at 7 µM; actives 0.068% (n = 330,000); AID 2052;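 active = response, share of CD8 T cells binding vesicles, and their 90th percentile fluorescence all below set limits, cut at about 80% in these data, passing the limit was not always enough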
#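 Material: 2C TCR transgenic mouse naive CD8+ T cells, MACS-purified. Also added: QL9-charged Drosophila Ld/ICAM-1/B7-1 vesicles. Timing: binding 1.5 h at 37 °C. Measured by: high-throughput flow cytometry with anti-B7-1 and anti-CD8 staining. Read-out: percent CD8+ FL2 mean versus row control. Controls: Unloaded micro-vesicles (low), QL9 vesicles with 0.7% DMSO (high).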
# NTR1 agonist – agonists of NTR1, primary screen, imaging, U2OS cells, beta-arrestin-GFP, high content (AID 493036); NTR1-U2OS beta-arrestin-GFP spot imaging, agonist mode; activation, % at 20 µM; actives 0.17% (n = 330,000);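 active = activation at or above 40% of the spot to cytoplasm intensity ratio, with at least 20 cells analyzed; inconclusive = wells under 20 cells, flagged as cytotoxic or low count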;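 note: 0% = DMSO without peptide and 100% = 100 nM NTR1 peptide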
# Target sequence (P30989 whole entry, looked up): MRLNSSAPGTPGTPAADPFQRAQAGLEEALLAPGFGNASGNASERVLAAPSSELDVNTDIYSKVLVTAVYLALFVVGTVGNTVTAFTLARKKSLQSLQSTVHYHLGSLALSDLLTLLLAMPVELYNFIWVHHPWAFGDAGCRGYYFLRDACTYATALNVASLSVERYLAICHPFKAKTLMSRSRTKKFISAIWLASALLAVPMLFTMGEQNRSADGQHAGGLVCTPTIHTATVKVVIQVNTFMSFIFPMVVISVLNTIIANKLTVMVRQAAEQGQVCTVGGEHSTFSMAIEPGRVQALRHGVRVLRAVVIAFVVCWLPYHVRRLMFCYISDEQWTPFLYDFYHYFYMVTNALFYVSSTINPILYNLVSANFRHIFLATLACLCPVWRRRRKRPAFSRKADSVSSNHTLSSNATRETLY
# KOR beta-arrestin-1 – KOR antagonists, beta-arrestin recruitment, cell-based, luminescence, uHTS (AID 1778) | KOR beta-arrestin recruitment, luminescence, antagonist mode; higher % means a stronger effect | actives 0.091% (n = 290,000) | inhibition, % at 10 µM; hits with a dose series show IC50 in µM; in the data active = inhibition above about 50%; note: strong numbers were not always called active
# KOR beta-arrestin-2 – KOR agonists, beta-arrestin recruitment, primary screen, cell-based, luminescence, uHTS (AID 1777). actives 0.02% (n = 280,000). KOR beta-arrestin recruitment, luminescence; higher % means a stronger effect. one-dose activation, % at 10 µM; EC50 in µM for titrated hits; in the data active = activation above about 50%, passing the limit was not always enough; note: a part of the inactive calls stands beside numbers as strong as those of hits
# GPR55 beta-arrestin – selective activators of receptor GPR55 – imaging, U2OS cells, beta-arrestin-GFP redistribution, primary screen (AID 1961). U2OS GPR55 beta-arrestin-GFP redistribution imaging; higher % means a stronger effect. activation, % at 10 µM; hits with a dose series show EC50 in µM. actives 0.048% (n = 290,000);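 active = activation above 40% with more than 50 cells counted in the well; inconclusive = wells holding fewer than 50 cells, flagged as toxic or sparse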;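 note: U2OS osteosarcoma cells stably expressing GPR55 and beta-arrestin-GFP; plate controls were DMSO negative control for no effect and LPI positive control for full effect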
# T cell HTS vesicle-bound % – also measured in T cell HTS; calls as there; double positive events, %; measured here: CD8+ vesicle-bound cell fraction;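 binding gate set so that unloaded-vesicle control wells show 10% double positive cells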
# NTR1 agonist cell count 20 µM – also measured in NTR1 agonist; calls as there; cell count; measured here: cell count, cytotoxicity flag
# * marks the source's active call; other numbers are inactive results; i = inactive; ? = inconclusive; . = no result given; [ ] = dose if it differs, or a comment. Outcome played no part in choosing rows; 0.62% or so of the library scored in one or more.
mol	West Nile antiviral	GPR55 antagonists	GPR35 antagonists	PhoP inhibition	T cell HTS	T cell HTS vesicle-bound %	NTR1 agonist	NTR1 agonist cell count 20 µM	KOR beta-arrestin-1	KOR beta-arrestin-2	GPR55 beta-arrestin
O=C(Cc1ccccc1)N1CCC(C(=O)N2CCN(c3ccc(F)cc3)CC2)CC1	-0.5%	-4%	-10%	7%	i	31	-1.4	44	6%	-2.4%	-0.2%
CCN1CCN(CCCNC(=O)CCC(=O)N2CC(C)Oc3ccc(C)cc32)CC1 (stereo unspecified)	-0.4%	12%	0%	.	i	9	-0.6	64	-15%[20 µM]	4.0%	?
Cc1nnc(NC(=O)c2ccccc2Oc2ccccc2)s1	-0.5%	-6%	7%	-1%	i	26	0.9	43	-15%	1.6%	0.3%
O=C(CCCN1C(=O)S/C(=C\c2ccccc2)C1=O)NNC(=O)c1ccccc1O	-0.2%	5%	-2%	-11%	i	52	1.1	24	-10%	-7.6%	0.4%
CC(C)C[C@H](NC(=O)N1CCn2c1nc1ccccc12)C(=O)NC1CC1	0.1%	-3%	20%	-10%	i	29	0.9	39	.	.	-0.2%
CCOc1ccc(NC(=O)c2ccccc2NC(=O)c2cccnc2)cc1	-1.0%	-3%	21%	-4%	i	56	-0.4	79	-22%[20 µM]	-4.3%	-0.1%
Cc1nn(C(C)C(=O)NCc2ccccc2Cl)c(=O)c2c1sc1ccccc12 (stereo unspecified)	-1.5%	1%	9%	-10%	i	38	-0.5	102	15%	0.5%	-0.1%
CC1CCc2c(sc(NC(=O)COC(=O)c3ccccc3NCc3ccco3)c2C#N)C1 (stereo unspecified)	-0.4%	-1%	-4%	-6%	i	25	8.2	98	-21%	1.0%	-0.2%
Cc1ccc(C(=O)NCC(=O)OCC(=O)Nc2ncc(C(F)(F)F)cc2Cl)cc1	-0.5%	3%	6%	-9%	i	60	-1.3	87	14%	-2.4%	-0.2%
Cc1cc(C)c(NC(=O)CN(C2CCCCC2)C2CCCCC2)c(C)c1	-1.5%	2%	8%	2%	i	26	17	41	-35%	-1.2%	-0.2%
C/C(=N\NS(=O)(=O)c1ccc(Br)cc1)c1ccc2c(c1)OCO2	-0.2%	0%	-3%	1%	i	3	2.2	47	-45%	2.1%	0.6%
O=C1c2ccccc2C(=O)N1c1cccnc1	0.0%	4%	9%	-9%	i	36	-2.6	90	12%	0.5%	-0.2%
COc1ccc(OC)c2nc3c(cc12)CCC3	0.1%	6%	11%	-4%	i	10	0.5	82	14%	14%	0.0%
COc1ccccc1C(c1nnnn1Cc1ccccc1)N1CCN(C2CCCC2)CC1 (stereo unspecified)	-0.3%	13%	9%	12%	i	45	0.1	56	2%	-5.3%	0.0%
CC(NC(=O)NC1CCCCC1)c1ccc2c(c1)OCO2 (stereo unspecified)	0.1%	11%	11%	-6%	i	33	0.0	88	-28%[20 µM]	-2.4%	-0.1%
CC1(C)Cc2c(cnn2-c2cccc(F)c2)C(NC(=O)Cn2cccn2)C1 (stereo unspecified)	-1.0%	-11%	-2%	-8%	i	20	0.0	60	13%	-1.7%	0.2%
Cc1cc(Cl)ccc1NC(=S)NC1CCCC1	-0.8%	6%	13%	-3%	i	47	-0.4	45	-42%[20 µM]	-1.8%	-0.1%
O=C(NC(Cc1ccccc1)C(=O)N1CCc2ccccc2C1)c1ccccc1 (stereo unspecified)	-0.3%	-6%	-13%	-1%	i	60	0.3	64	-12%	1.8%	-0.2%
CCOc1cc(Br)c(/C=C2/C(=O)N(C)C(=S)N2CC(=O)OC)cc1OC	0.1%	10%	0%	3%	i	57	4.3	69	-12%[20 µM]	.	-0.1%
Cn1c(=O)c2c(SCC(=O)Nc3ccccc3F)nc(C3CC3)nc2n(C)c1=O	?	9%	2%	2%	i	34	3.6	59	-18%	-1.4%	-0.1%
COc1cccc2c1cc1c(=O)n(CC(=O)NC3CCCCC3)nc(C)n12	-0.5%	5%	6%	-9%	i	11	-0.4	66	-5%	0.0%	0.0%
COc1cccc(CNC(=O)COc2ccc(C(=O)c3ccccc3)cc2)c1	-0.9%	9%	-2%	-4%	i	16	-0.4	39	23%	-5.0%	-0.1%
Cc1ccc2c(c1)/C(=N/O)CCS2	-0.1%	24%	-2%	16%	i	47	1.9	97	-14%	-1.0%	-0.1%
CCC(=O)N1c2ccc(S(=O)(=O)CCC(=O)N3CCn4c3nc3ccccc34)cc2CC1C (stereo unspecified)	-1.3%	1%	16%	2%	i	25	-0.3	64	.	.	-0.1%
O=C(NC1CCCN(Cc2ccc(Cl)cc2)C1)c1c(F)cccc1F (stereo unspecified)	-1.1%	-4%	-11%	-2%	i	58	1.5	55	-4%	-0.7%	-0.1%
NS(=O)(=O)c1ccc(Nc2c([N+](=O)[O-])cncc2[N+](=O)[O-])cc1	-0.3%	1%	12%	1%	i	59	2.6	45	18%[20 µM]	-3.0%	-0.3%
COc1ccc(CC(=O)Nc2ncc([N+](=O)[O-])s2)cc1OC	0.1%	9%	-11%	-2%	i	22	-0.9	57	2%	-1.4%	0.5%
COCCCNC(=O)COc1ccc(-c2nccc(-c3ccccn3)n2)cc1	0.5%	6%	-2%	-8%	i	7	0.8	51	-10%	-1.2%	-0.2%
O=C(COc1ccc2ccc(=O)oc2c1)NC(Cc1ccc(Cl)cc1)C(=O)O (stereo unspecified)	-0.2%	12%	0%	-5%	i	27	1.9	99	-3%[20 µM]	-1.2%	-0.2%
O=C(CCS(=O)(=O)Cc1ccccc1)NCCc1ccccc1	0.3%	0%	4%	-5%	i	27	2.2	64	-6%	0.5%	0.6%
O=C(Cc1ccc(Cl)c(Cl)c1)Nc1ccc(SC(F)F)cc1	-1.8%	11%	6%	15%	i	21	14	78	-22%	1.5%	0.0%
COC(=O)Oc1ccc(/C=N/NC(=O)CSCc2ccccc2Br)cc1OC	0.2%	4%	16%	8%	i	51	3.7	38	-10%	-2.4%	-0.1%
O=C(CN1CCCC1)Nc1ccccc1Cl	0.0%	5%	9%	-4%	i	38	0.2	69	8%	-4.8%	0.6%
Cc1cccn2c(=O)c3cc(C(=O)NCC4CCCO4)c(=N)n(C4CCCCC4)c3nc12 (stereo unspecified)	-1.1%	45%	0%	2%	i	46	4.4	48	-21%	-1.0%	-0.2%
CCCC(=O)N(c1ccc2oc(C)c(C(C)=O)c2c1)S(=O)(=O)c1ccc(C)c([N+](=O)[O-])c1	-0.5%	-15%	-8%	-2%	i	45	4.8	47	-27%	5.0%	0.0%
CCOC(=O)C1=C(C)N=C2c3ccccc3C(=O)C2C1c1ccccc1 (stereo unspecified)	0.1%	7%	1%	-1%	i	32	-1.4	79	-8%	-2.2%	-0.1%

# Some of the entries so far, with values under each structure:
# Values run as follows: West Nile antiviral | GPR55 antagonists | GPR35 antagonists | PhoP inhibition | T cell HTS | T cell HTS vesicle-bound % | NTR1 agonist | NTR1 agonist cell count 20 µM | KOR beta-arrestin-1 | KOR beta-arrestin-2 | GPR55 beta-arrestin
O=C(NC1CCCN(Cc2ccc(Cl)cc2)C1)c1c(F)cccc1F (stereo unspecified)
→ -1.1% | -4% | -11% | -2% | i | 58 | 1.5 | 55 | -4% | -0.7% | -0.1%
NS(=O)(=O)c1ccc(Nc2c([N+](=O)[O-])cncc2[N+](=O)[O-])cc1
→ -0.3% | 1% | 12% | 1% | i | 59 | 2.6 | 45 | 18%[20 µM] | -3.0% | -0.3%
COc1ccc(CC(=O)Nc2ncc([N+](=O)[O-])s2)cc1OC
→ 0.1% | 9% | -11% | -2% | i | 22 | -0.9 | 57 | 2% | -1.4% | 0.5%
COCCCNC(=O)COc1ccc(-c2nccc(-c3ccccn3)n2)cc1
→ 0.5% | 6% | -2% | -8% | i | 7 | 0.8 | 51 | -10% | -1.2% | -0.2%
O=C(COc1ccc2ccc(=O)oc2c1)NC(Cc1ccc(Cl)cc1)C(=O)O (stereo unspecified)
→ -0.2% | 12% | 0% | -5% | i | 27 | 1.9 | 99 | -3%[20 µM] | -1.2% | -0.2%
O=C(CCS(=O)(=O)Cc1ccccc1)NCCc1ccccc1
→ 0.3% | 0% | 4% | -5% | i | 27 | 2.2 | 64 | -6% | 0.5% | 0.6%
O=C(Cc1ccc(Cl)c(Cl)c1)Nc1ccc(SC(F)F)cc1
→ -1.8% | 11% | 6% | 15% | i | 21 | 14 | 78 | -22% | 1.5% | 0.0%
COC(=O)Oc1ccc(/C=N/NC(=O)CSCc2ccccc2Br)cc1OC
→ 0.2% | 4% | 16% | 8% | i | 51 | 3.7 | 38 | -10% | -2.4% | -0.1%
O=C(CN1CCCC1)Nc1ccccc1Cl
→ 0.0% | 5% | 9% | -4% | i | 38 | 0.2 | 69 | 8% | -4.8% | 0.6%
Cc1cccn2c(=O)c3cc(C(=O)NCC4CCCO4)c(=N)n(C4CCCCC4)c3nc12 (stereo unspecified)
→ -1.1% | 45% | 0% | 2% | i | 46 | 4.4 | 48 | -21% | -1.0% | -0.2%
CCCC(=O)N(c1ccc2oc(C)c(C(C)=O)c2c1)S(=O)(=O)c1ccc(C)c([N+](=O)[O-])c1
→ -0.5% | -15% | -8% | -2% | i | 45 | 4.8 | 47 | -27% | 5.0% | 0.0%
CCOC(=O)C1=C(C)N=C2c3ccccc3C(=O)C2C1c1ccccc1 (stereo unspecified)
→ 0.1% | 7% | 1% | -1% | i | 32 | -1.4 | 79 | -8% | -2.2% | -0.1%
